From PubChem BioAssay
Efa HMGR inh – inhibitors of class II HMG-CoA reductase from Enterococcus faecalis. purified E. faecalis HMGR, NADPH absorbance 340 nm kinetic. 190,000 compounds, 0.41% hits. inhibition, % at 10 µM;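 active = inhibition above a set limit, the median over all tested compounds plus 3 SD, cut at about 9.5% in these data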;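 also: enzyme runs in reverse so mevalonate oxidation gives rising NADPH absorbance; 0% = complete reaction with DMSO and 100% = background rate lacking mevalonate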
FLuc inh counter – counter-screen for luciferase assay inhibitors: firefly luciferase inhibition. ATPLite firefly luciferase biochemical luminescence, 10 min. inhibition, % at 10 µM. 200,000 compounds, 1.5% hits;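 active = inhibition above about 50% when tested at 10 µM, limit read from the data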
Target sequence (P08659 whole entry, looked up): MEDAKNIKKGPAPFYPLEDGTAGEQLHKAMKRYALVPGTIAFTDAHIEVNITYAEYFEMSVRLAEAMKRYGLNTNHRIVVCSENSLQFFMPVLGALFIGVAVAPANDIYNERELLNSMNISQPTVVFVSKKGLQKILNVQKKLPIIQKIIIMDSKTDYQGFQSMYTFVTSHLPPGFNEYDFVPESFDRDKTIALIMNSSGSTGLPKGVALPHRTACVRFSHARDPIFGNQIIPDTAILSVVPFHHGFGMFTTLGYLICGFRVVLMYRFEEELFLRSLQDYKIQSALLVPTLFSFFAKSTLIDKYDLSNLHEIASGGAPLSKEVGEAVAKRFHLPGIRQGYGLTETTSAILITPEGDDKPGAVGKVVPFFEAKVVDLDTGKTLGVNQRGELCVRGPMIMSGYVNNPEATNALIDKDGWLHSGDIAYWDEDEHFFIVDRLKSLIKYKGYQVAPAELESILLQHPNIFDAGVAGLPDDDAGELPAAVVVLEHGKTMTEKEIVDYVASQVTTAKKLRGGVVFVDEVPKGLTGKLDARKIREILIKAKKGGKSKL
Hsp70 act – switches on Hsp70 transcription | HeLa Hsp70 promoter luciferase reporter, luminescence; scaled: vehicle 0, proteasome-inhibitor control 100% | 200,000 compounds, 0.04% hits | activation, % at 10 µM | AID 1203;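 active = activation above the mean across all tested compounds plus 3 SD, cutoff set per campaign, cut at about 5.5% in these data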;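 also: 100% = MG132 at 30 µM as the positive control and 0% = DMSO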
APP 5UTR inh – APP translation inhibition | SH-SY5Y APP 5'UTR-luciferase reporter, luminescence | inhibition, % at 2 µM | 190,000 compounds, 0.82% hits;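 active = inhibition above a set limit, derived from the sample mean plus 3 SD, cut at about 45% in these data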; also: values of inactives mirror those of a sister screen read the other way
APP 5'UTR act – APP 5'UTR luciferase reporter activation; 190,000 compounds, 1% hits; AID 1276; SH-SY5Y APP 5'UTR luciferase reporter, luminescence; zero percent = DMSO vehicle wells; activation, % at 2 µM;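 active = activation above a set limit, based on mean plus 3 SD of controls, cut at about 140% in these data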; also: values of inactives mirror those of a sister screen read the other way
FLuc act counter – affects firefly luciferase, flagging false hits in luciferase stimulation screens; P08659; ATPlite luciferase biochemical, luminescence, 10 min; 0 = ATP-free wells, 1 = DMSO control; activation factor at 10 µM; 200,000 tested, under 10 active;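 active = luciferase activation factor, scaled between plate controls, of at least 2 with compound at 10 µM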
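System: luciferase plus luciferin reagent, cell-free; medium: PBS as buffer for the ATP substrate; dosing: test compounds dosed from 2 mM stocks in 100% DMSO; timing: 10 min post-reagent at room temperature; measured by: luminescence measurement of luciferase light output; evaluation: luciferase activation, seen as luminescence increase over controls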
DTT redox prof – compounds producing H2O2 with reducing agent – biochemical, NIH compound library profiling, artefact control for MLSCN library redox annotation, primary screen. DTT-dependent redox cycling H2O2, phenol red/HRP absorbance; 100% = 100 µM peroxide control, 0% = buffer. 200,000 compounds, 0.03% hits. AID 878. activation, % at 10 µM;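 active = activation of at least 50% relative to the plate's high and low controls in the primary single-dose screen; inactive = activation below 50%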;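 also: compound incubated with DTT at 0.8 mM final as the reducing agent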
G6PDH counter – counter-screen for G6PDH assay hits: L. mesenteroides G6PDH inhibition | Purified L. mesenteroides G6PDH, diaphorase/resazurin coupled fluorescence, 45 min | 200,000 compounds, 0.12% hits | AID 1020 | inhibition, % at 5 µM; in the data active = inhibition above about 50%
STAT1 activator – STAT1 signaling activation; NIH 3T3 STAT1-luciferase reporter, IFN-gamma, luminescence; 100% = IFN-gamma alone, no compound; activation (% of control), % at 5.5 µM; 200,000 compounds, 2.6% hits;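 active = activation above the screen-wide mean activation plus 3 SD, cut at about 130% in these data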;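 also: raw ratio to IFN-gamma control signal so 100% means no change and 0% no light; values of inactives mirror those of a sister screen read the other way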
NF-kB expr up – NF-kB expression increase, human neuronal cells. NF-kB reporter expression; hits give high values. fold change at 12.5 µM. 190,000 compounds, 1.6% hits. AID 1239; in the data active = fold change above about 3.3
An asterisk follows results filed as active; . = no result given.

SMILES | Efa HMGR inh | FLuc inh counter | Hsp70 act | APP 5UTR inh | APP 5'UTR act | FLuc act counter | DTT redox prof | G6PDH counter | STAT1 activator | NF-kB expr up
CCOC(=O)c1cnn(-c2cc(Oc3ccccc3)ncn2)c1N | -2 | -10 | 0.6 | -4 | 4 | 1.1 | -3.5 | 5 | 108 | 1.5
Cn1c(NCCO)nc2c(c1=O)C1(CCCCC1)Cc1ccccc1-2 | -1 | -6 | -0.1 | 10 | -10 | 1.1 | -1.0 | -6 | 98 | 1.1
CC(=O)N(Cc1cc(=O)[nH]c2ccccc12)c1ccccc1 | 0 | -7 | -0.3 | 4 | -3 | 1.1 | 0.1 | 0 | 95 | 1.1
O=C(NCc1nc(-c2ccccc2)cs1)c1ccccc1 | 3 | -4 | 0.5 | 2 | -2 | 1 | -1.5 | 7 | 104 | 1.3
CC(C)NC(=O)Cn1cc(C(=O)COc2ccccc2)c2ccccc21 | -6 | 6 | -0.3 | 3 | -3 | 0.9 | -0.7 | -4 | 94 | 1.1
O=[N+]([O-])c1ccc(CNC2CCCc3ccccc32)cc1 (centres undefined) | -6 | -4 | -0.3 | -6 | 6 | 1 | -1.0 | 6 | 99 | 1.2
Cc1cc(C)nc(N/N=C/c2c(C)oc3ccccc23)n1 | -1 | -4 | -0.2 | -22 | 22 | 1 | -0.5 | -2 | 99 | 1.1
COC(=O)C1=[N+]([O-])OC(C(=O)OC)C1c1c[nH]c2ccccc12 (centres undefined) | -2 | -1 | -0.3 | -18 | 18 | 1 | 0.3 | 6 | 98 | 1.2
C=CCn1c(SCC(=O)Nc2c(C)cccc2C)nnc1-c1ccncc1 | -7 | -5 | 0.0 | -4 | 4 | 1.1 | -0.3 | 1 | 98 | 1
COc1ccc(CSc2ncn[nH]2)cc1[N+](=O)[O-] | 0 | -6 | -0.2 | 0 | 0 | 1.1 | -0.4 | 10 | 100 | 1.6
Cc1ccc(S(=O)(=O)N2CCOCC2)cc1C(=O)NCc1cccnc1 | -3 | -2 | -0.2 | -2 | 2 | 1 | -0.3 | 5 | 96 | 0.96
CCN(CC)C(=O)CSc1nc2cc3c(cc2c(=O)n1CCCC(=O)NCCc1ccc(OC)c(OC)c1)OCO3 | -6 | -1 | -0.1 | -8 | 8 | 1 | -1.2 | -2 | 107 | 1.1
CCOC(=O)CSc1nnc(CNC(=O)c2ccco2)n1-c1ccc(F)cc1 | -8 | -4 | -0.3 | -29 | 29 | 1 | -0.2 | 6 | 105 | 1.1
CC(C)N1CCC(=NNC(=O)c2ccc(Br)o2)CC1 | -2 | -3 | -0.3 | -29 | 29 | 1 | -5.0 | 5 | 105 | 1.5
O=C(NNC(=O)C1CCN(S(=O)(=O)c2ccc(Cl)cc2)CC1)c1ccc(S(=O)(=O)N2CCCCC2)cc1 | -1 | -6 | -0.2 | -8 | 8 | 1.1 | -0.1 | 15 | 99 | 1.1
Cc1nnc(N2CCN(c3ccccc3)CC2)[nH]c1=O | 2 | -2 | 0.1 | 1 | -1 | 1 | -0.1 | 3 | 94 | 1.2
O=C(/C=C/c1ccc(Cl)c(Cl)c1)NC1=NCCS1 | -4 | 3 | 0.0 | -25 | 25 | 1 | 0.6 | 11 | 134* | 1.6
COCc1cc(=O)n2[nH]c(-c3ccc(C)cc3)cc2n1 | -4 | 36 | -0.3 | 1 | -1 | 0.6 | 0.2 | 2 | 106 | 1.4
CCc1nc(C)c(-c2ccccc2)c(=O)[nH]1 | 0 | 2 | -0.1 | 1 | -1 | 1 | 0.1 | 6 | 95 | 1
Nc1ccc2c(c1)OCCOCCOCCOCCOCCO2 | 3 | 2 | -0.3 | 12 | -12 | 1 | -2.7 | -2 | 99 | 1.1
O=C(NC(=S)N1CCN(C/C=C/c2ccccc2)CC1)c1c(F)cccc1F | -2 | -8 | -0.5 | -4 | 4 | 1.1 | 0.1 | 9 | 109 | 1
O=C(CSc1nc2ccccc2c(=O)n1Cc1ccco1)NCc1ccccc1 | . | . | -0.3 | -2 | 2 | . | -2.9 | . | 98 | .
CC(=O)Nc1ccc(NS(=O)(=O)Cc2ccccc2)cc1 | -3 | -7 | 0.0 | -15 | 15 | 1.1 | 2.5 | 5 | 83 | 0.95
Cc1cccc2c(N=Nc3ccc(S(=O)(=O)Nc4ccc(Cl)cc4)cc3[N+](=O)[O-])c(O)[nH]c12 | -4 | -6 | 0.0 | -12 | 12 | 1.1 | -0.1 | 7 | 92 | 0.95
CCCn1nnc(NC(=S)NC(=O)CC)n1 | -2 | -7 | -0.1 | -1 | 1 | 1.1 | -0.1 | -1 | 103 | 1.3
C=CCn1c(SCC(=O)c2ccc(NS(=O)(=O)c3ccccc3)cc2)nnc1-c1cccs1 | 1 | -6 | 0.0 | 7 | -7 | 1.1 | -0.2 | 1 | 100 | 1
O=C(c1ccc2c3c(cccc13)CC2)C1CCCN(Cc2ccc(OCCO)cc2)C1 (centres undefined) | -8 | -3 | 0.0 | -12 | 12 | 1 | -0.8 | 9 | 97 | 0.7
CSCCC(NC(=O)c1ccccc1)C(=O)NC1CCCC1 (centres undefined) | -5 | -1 | -0.2 | -24 | 24 | 1 | -1.3 | 5 | 105 | 1.1
COc1ccc(CC(=O)N(CC2CCCO2)c2nc3ccccc3s2)cc1 (centres undefined) | -6 | -1 | 0.6 | -5 | 5 | 1 | 0.6 | -4 | 110 | 1.3
Cc1ccc([N+](=O)[O-])cc1-c1ccc(/C=N\n2nnnc2N)o1 | 1 | -6 | -0.1 | 6 | -5 | 1.1 | 0.6 | -4 | 96 | 1.1
O=C(CCN1CCCC1)Nc1ccc(Br)cc1 | -2 | -10 | -0.4 | 3 | -3 | 1.1 | 0.5 | -1 | 108 | 1.1
Cc1cc(=O)[nH]c(SCC(=O)Nc2cc(S(=O)(=O)N(C)C)ccc2Cl)n1 | -2 | -7 | -0.2 | 13 | -13 | 1.1 | -0.4 | 3 | 96 | 1.1
O=C(COCc1nc2ccccc2c(=O)[nH]1)NCC1CCCCC1 | 15* | -6 | -0.4 | 10 | -10 | 1.1 | 0.5 | 8 | 102 | 0.97
COc1ccc(/C=N/NC(=O)CNS(=O)(=O)c2ccc(C)cc2)cc1 | 0 | -4 | -0.3 | 2 | -2 | 1 | -0.4 | 3 | 106 | 1.1
O=C(Nc1ccc2c(c1)CCC2)c1cnccn1 | -1 | 30 | -0.2 | -105 | 105 | 0.7 | 3.1 | 2 | 143* | 2.6
CCc1ccc(NC(=S)NC2CC3CCCC(C2)N3Cc2ccccc2)cc1 (centres undefined) | 0 | 1 | -0.3 | 0 | 0 | 1 | -1.9 | 12 | 100 | 0.96
Cc1ccc2c(Cl)cc(Cl)c(OCC(=O)NC(C)(C)C)c2n1 | -2 | -1 | 0.0 | 11 | -11 | 1 | -1.5 | 8 | 95 | 0.94
Cc1cs/c(=N/C(=S)Nc2ccccc2)n1C | -1 | 26 | 0.0 | -133 | 133 | 0.7 | 0.3 | -10 | 178* | 4*
Cc1ccc(C)c(-n2c(-c3ccc4c(c3)OCO4)n[nH]c2=S)c1 | 5 | 9 | -0.2 | 1 | -1 | 0.9 | -4.1 | -5 | 89 | 1.2
CC(CCc1ccccc1)C(=O)NO (centres undefined) | -1 | 1 | 0.0 | 1 | -1 | 1 | -1.5 | 3 | 92 | 0.81
Cc1ccc(C(=O)N2CCN(c3ccc([N+](=O)[O-])c(NCc4ccco4)c3)CC2)cc1 | -7 | -7 | -0.5 | 0 | 0 | 1.1 | 1.2 | 6 | 88 | 0.68
O=C(NC1CCSC1=O)C1CCCCC1 (centres undefined) | 0 | -6 | -0.3 | 4 | -4 | 1.1 | -0.3 | 26 | 103 | 1.3
CC(=O)NCCn1c(SCC(=O)NCc2ccco2)nc2ccccc2c1=O | 0 | -6 | 0.1 | -11 | 11 | 1.1 | 0.8 | -2 | 94 | 1.1
O=S(=O)(c1ccc(Cl)c(NC(=S)Nc2ccccc2N2CCOCC2)c1)N1CCOCC1 | 1 | -6 | -0.4 | 4 | -5 | 1.1 | -0.5 | -1 | 94 | 1.1
Nc1ccc(-c2n[nH]c(=O)c3ccccc23)cc1N | -13 | -6 | 0.4 | 12 | -12 | 1.1 | -0.5 | -1 | 98 | 0.78
CCOc1cccc2cc(C(=O)N3CCN(C/C=C/c4ccccc4)CC3)c(=O)oc12 | -2 | -7 | -0.1 | 1 | -1 | 1.1 | 1.0 | 2 | 98 | 0.93
COc1cc(NC(=O)c2cccs2)c(C(=O)OCC(=O)c2cc(C)n(-c3ccccc3)c2C)cc1OC | -5 | 21 | -0.3 | 22 | -21 | 0.8 | 0.1 | 3 | 68 | 0.45
Cc1cc(C)nc(NS(=O)(=O)c2ccc(NC(=O)CN3C(=O)C4CC=CCC4C3=O)cc2)n1 (centres undefined) | 1 | -6 | -0.1 | 4 | -4 | 1.1 | -0.8 | 6 | 108 | 1.1
CC(C)(C)C(=O)NNC(=O)CCCOc1ccc(Cl)cc1Cl | -2 | -4 | -0.1 | -11 | 11 | 1 | -7.7 | -6 | 104 | 1
Cc1ccc(S(=O)(=O)NCC(=O)OCC(=O)c2cc(C)n(-c3ccccc3)c2C)cc1 | 0 | 1 | -0.3 | 18 | -18 | 1 | -0.3 | 0 | 106 | 1.5

Molecules above with a nitro group on carbon:
SMILES | Efa HMGR inh | FLuc inh counter | Hsp70 act | APP 5UTR inh | APP 5'UTR act | FLuc act counter | DTT redox prof | G6PDH counter | STAT1 activator | NF-kB expr up
O=[N+]([O-])c1ccc(CNC2CCCc3ccccc32)cc1 (centres undefined) | -6 | -4 | -0.3 | -6 | 6 | 1 | -1.0 | 6 | 99 | 1.2
COc1ccc(CSc2ncn[nH]2)cc1[N+](=O)[O-] | 0 | -6 | -0.2 | 0 | 0 | 1.1 | -0.4 | 10 | 100 | 1.6
Cc1cccc2c(N=Nc3ccc(S(=O)(=O)Nc4ccc(Cl)cc4)cc3[N+](=O)[O-])c(O)[nH]c12 | -4 | -6 | 0.0 | -12 | 12 | 1.1 | -0.1 | 7 | 92 | 0.95
Cc1ccc([N+](=O)[O-])cc1-c1ccc(/C=N\n2nnnc2N)o1 | 1 | -6 | -0.1 | 6 | -5 | 1.1 | 0.6 | -4 | 96 | 1.1
Cc1ccc(C(=O)N2CCN(c3ccc([N+](=O)[O-])c(NCc4ccco4)c3)CC2)cc1 | -7 | -7 | -0.5 | 0 | 0 | 1.1 | 1.2 | 6 | 88 | 0.68
